Lipid storage S3 – qHTS Assay for Lipid Storage Modulators in Drosophila S3 Cells; Drosophila S3 cells, BODIPY lipid droplet fluorescence, 18-24 h; cells fed with added oleic acid; Potency in µM for hits, for the others lipid storage change, negative = inhibition, % at the top dose, mostly 46.1 µM; hit rate 0.64% among 320,000; active = well fitted inhibition curve with a large enough effect in the signal ratio, with a control signal flat, not every such curve was filed as active; inconclusive = small, poorly fitted or top-dose-only effect, or effect the other way, or a change in a side signal; the % refers to the signal ratio
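Drosophila S3 cells got compounds at several concentrations plus oleic acid (400 uM solution). Laser-scanning cytometry with 488 nm excitation read lipid droplets at 500-530 nm and cells at 575-640 nm. Percent activity was relative to 20 uM Triacsin C.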
Lipid storage S3 cell count max – also measured in Lipid storage S3; calls as there; cell number change, %; measured here: cell count max response;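 cells counted by Cell Tracker Red CMTPX staining in the red channel; peak over a dose series mostly up to 46.1 µM; percent activity relative to internal control wells on each plate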
* marks the source's active call; other numbers are inactive results; [ ] = another dose, or the depositor's remark. % is scaled to controls: 0 for no effect and ±100 for the full control effect; potency is read from the fitted curve at half-maximal effect. Not all compounds are listed, so the mix of outcomes need not match the whole.

Screening C#CCOCCOCCOCCNc1nc(N2CCN(C(=O)CCCCCCCCCCNC(=O)Cn3cc(C[C@@H](C)O)nn3)CC2)nc(N2CCN(C(=O)CCCCCCCCCCNC(=O)[C@@H](CCC(=O)O)n3cc(CCCCCN)nn3)CC2)n1 returned Lipid storage S3 inconclusive.
Screening Cc1onc(-c2ccccc2Cl)c1C(=O)Nc1sc2c(c1C(N)=O)CCC(C)C2 (stereo unspecified) returned Lipid storage S3 6% and Lipid storage S3 cell count max 0.
CC1CCN(c2c(NCC3CCC(C(=O)NCc4ccc(F)cc4)CC3)c(=O)c2=O)CC1 (stereo unspecified) was read as Lipid storage S3 inconclusive.
Screening COCCn1c(=O)c2c(nc3n2CC(C)CN3Cc2ccccc2)n(C)c1=O (stereo unspecified) returned Lipid storage S3 -15% and Lipid storage S3 cell count max 1.
For Cn1c(=O)[nH]c(=O)c2c1nc1n2CCCS1 the results were Lipid storage S3 inconclusive.
For CCN(CC)C(=O)Oc1cc(=O)n2c3c(cccc13)CCC2 the results were Lipid storage S3 11% and Lipid storage S3 cell count max 17.
Cc1ccc(/C(N)=N/OC(=O)CSc2ccccc2)cc1 was read as Lipid storage S3 0%[9.22 µM].
For CCOC(=O)c1cc2occc2n1CC(=O)N1CCOCC1 the results were Lipid storage S3 inconclusive.
For COCC(C)NC(=O)C(C)N1c2cccc3cccc(c23)S1(=O)=O (stereo unspecified) the results were Lipid storage S3 -19% and Lipid storage S3 cell count max 3.
CCOc1cccc(C2C(C(=O)c3ccc(C)o3)=C(O)C(=O)N2Cc2ccncc2)c1 (stereo unspecified) was read as Lipid storage S3 4% and Lipid storage S3 cell count max 0.
Screening COc1ccc(/C=N/NC(=O)Cc2csc(Nc3cccc(C(F)(F)F)c3)n2)cc1C returned Lipid storage S3 inconclusive.
C=CCOC(=O)C1=C[C@@H](c2csc3ccccc23)C[C@@H](OCc2ccc(CO)cc2)O1 was read as Lipid storage S3 inconclusive.

As a working copy, some entries already given:
Screening Cc1onc(-c2ccccc2Cl)c1C(=O)Nc1sc2c(c1C(N)=O)CCC(C)C2 (stereo unspecified) returned Lipid storage S3 6% and Lipid storage S3 cell count max 0.
CC1CCN(c2c(NCC3CCC(C(=O)NCc4ccc(F)cc4)CC3)c(=O)c2=O)CC1 (stereo unspecified) was read as Lipid storage S3 inconclusive.
Screening COCCn1c(=O)c2c(nc3n2CC(C)CN3Cc2ccccc2)n(C)c1=O (stereo unspecified) returned Lipid storage S3 -15% and Lipid storage S3 cell count max 1.
For Cn1c(=O)[nH]c(=O)c2c1nc1n2CCCS1 the results were Lipid storage S3 inconclusive.
For CCN(CC)C(=O)Oc1cc(=O)n2c3c(cccc13)CCC2 the results were Lipid storage S3 11% and Lipid storage S3 cell count max 17.
Cc1ccc(/C(N)=N/OC(=O)CSc2ccccc2)cc1 was read as Lipid storage S3 0%[9.22 µM].
For CCOC(=O)c1cc2occc2n1CC(=O)N1CCOCC1 the results were Lipid storage S3 inconclusive.
For COCC(C)NC(=O)C(C)N1c2cccc3cccc(c23)S1(=O)=O (stereo unspecified) the results were Lipid storage S3 -19% and Lipid storage S3 cell count max 3.
CCOc1cccc(C2C(C(=O)c3ccc(C)o3)=C(O)C(=O)N2Cc2ccncc2)c1 (stereo unspecified) was read as Lipid storage S3 4% and Lipid storage S3 cell count max 0.
Screening COc1ccc(/C=N/NC(=O)Cc2csc(Nc3cccc(C(F)(F)F)c3)n2)cc1C returned Lipid storage S3 inconclusive.
C=CCOC(=O)C1=C[C@@H](c2csc3ccccc23)C[C@@H](OCc2ccc(CO)cc2)O1 was read as Lipid storage S3 inconclusive.

The results go on.
Screening O=C(Nc1ccc(N2CCN(C(=O)c3ccc(Cl)cc3)CC2)cc1)c1cccnc1 returned Lipid storage S3 inconclusive.
O=c1ccc2ccccc2n1Cc1cccc(F)c1 was read as Lipid storage S3 12%.
COC(=O)CCSCC(=O)Nc1nnc(C)s1 was read as Lipid storage S3 inconclusive.
`Cc1cc(C)nc(NS(=O)(=O)c2ccc(N/C=C\C(=O)c3cccs3)cc2)n1` gave Lipid storage S3 inconclusive.
For O=C1CS/C(=N/N=C/c2cccs2)N1Cc1ccc(F)cc1 the results were Lipid storage S3 9% and Lipid storage S3 cell count max 4.
For Cc1occc1C(=O)N1CCC2(CCCN(Cc3ccc(F)c(F)c3)C2)C1 (stereo unspecified) the results were Lipid storage S3 inconclusive.
Screening CC(=O)c1ccc2c(c1)OCCOCCOc1ccc(C(C)=O)cc1OCCOCCO2 returned Lipid storage S3 -9% and Lipid storage S3 cell count max -7.
CCOCCCNC(=O)C1CCCN1S(=O)(=O)c1ccc(Cl)cc1 (stereo unspecified) was read as Lipid storage S3 -6% and Lipid storage S3 cell count max -4.
Cc1nc(Cl)sc1C(=O)Nc1cccc(Cl)c1C was read as Lipid storage S3 9% and Lipid storage S3 cell count max 14.
Screening CC(=O)O[C@H]1C[C@@]2(O)[C@@H](OC(=O)c3ccccc3)C3[C@@](C)([C@@H](O)C[C@H]4OC[C@@]34OC(C)=O)[C@@H](O)[C@H](OC(C)=O)C(=C1C)C2(C)C (stereo partly specified) returned Lipid storage S3 3% and Lipid storage S3 cell count max -2.
Screening O=C(NNC(=O)c1cnccc1C(F)(F)F)c1cccc(Cl)c1 returned Lipid storage S3 0% and Lipid storage S3 cell count max 2.
`CSc1ccc(S(=O)(=O)NCc2ccc(Cl)cc2)cc1` gave Lipid storage S3 inconclusive.
Cc1ccc(OC(C)C(=O)N(Cc2cccs2)C2CCS(=O)(=O)C2)cc1C (stereo unspecified) was read as Lipid storage S3 inconclusive.
`CCCn1c(=NC(=O)c2ccc3c(c2)OCO3)c(C#N)cc2c(=O)n3cccc(C)c3nc21` gave Lipid storage S3 inconclusive.
For COc1ccc(C(=O)Nc2ccc(NC(=O)c3cccc(F)c3)cn2)cc1 the results were Lipid storage S3 inconclusive.
`Cc1ccc(CCNC(=O)CN(C)S(=O)(=O)c2ccc3c(c2)n(C)c(=O)c(=O)n3C)cc1` gave Lipid storage S3 -15% and Lipid storage S3 cell count max 10.
O=C(Cc1ccc(Cl)c(Cl)c1)OCC(=O)c1ccc[nH]1 was read as Lipid storage S3 inconclusive.
For COc1ccc(N2CCN(C(c3cc(OC)ccc3OC)c3nnnn3CC3CCCO3)CC2)cc1 (stereo unspecified) the results were Lipid storage S3 4% and Lipid storage S3 cell count max 13.
`Cc1nn(CC(=O)NCCCc2ccccc2)c(C)c1[N+](=O)[O-]` gave Lipid storage S3 -5% and Lipid storage S3 cell count max 17.
`COc1cc(CNCc2ccccn2)ccc1OCC(=O)NC1CCCCC1` gave Lipid storage S3 1% and Lipid storage S3 cell count max -2.
For CC#CC[N+](C)(CC#CC)CC(=O)c1ccccc1 the results were Lipid storage S3 inconclusive.
`CCc1cc(-c2n[nH]c(=S)n2CC(C)C)cs1` gave Lipid storage S3 -3%.
COc1ccc(NC(=O)CN2CCN(S(=O)(=O)N3CCCCCC3)CC2)cc1 was read as Lipid storage S3 inactive and Lipid storage S3 cell count max 17.
`COc1ccc(C)cc1-n1nnnc1SCc1cc(=O)n2cc(C)ccc2n1` gave Lipid storage S3 inconclusive.
For COc1cccc(C(=O)C2CCCN(Cc3ccc(OC)c(Cn4cncn4)c3)C2)c1 (stereo unspecified) the results were Lipid storage S3 2% and Lipid storage S3 cell count max 9.
For Cc1ccc(NCC(=O)N/N=C/c2cccc(Br)c2)cc1 the results were Lipid storage S3 inconclusive.
`CCOC(=O)c1c(NC(C)=O)sc2c(OC)cccc12` gave Lipid storage S3 -4% and Lipid storage S3 cell count max 1.
Cc1cccc(/C=N/NC(=O)c2ccc(NC(=O)c3ccc(Cl)cc3)cc2)n1 was read as Lipid storage S3 inactive and Lipid storage S3 cell count max 9.
Screening Cc1cc2ccccn2c1C(=O)c1ccc(NN)c([N+](=O)[O-])c1 returned Lipid storage S3 inconclusive.
For Cn1ccc(C(=O)Nc2cccnc2Cl)n1 the results were Lipid storage S3 inconclusive.
CC(C)C(CCNC(=O)CC(Cc1ccccc1)c1ccco1)c1ccco1 (stereo unspecified) was read as Lipid storage S3 2% and Lipid storage S3 cell count max -12.
For CCOc1ccc(CNC(=O)C2CCN(c3nn4c(=O)cc(C)nc4s3)CC2)cc1 the results were Lipid storage S3 inconclusive.
`Cc1nc2ccccc2c(-c2ccccc2)c1CC(=O)O` gave Lipid storage S3 inconclusive.
For COc1ccc(Cc2nnc(NC(=O)Nc3ccccc3F)s2)cc1 the results were Lipid storage S3 inconclusive.
Screening Cc1ccc(Cl)cc1N(CC(=O)NCc1ccc2c(c1)OCO2)S(C)(=O)=O returned Lipid storage S3 1% and Lipid storage S3 cell count max -3.
`CCOc1ccc2[nH]c3c(NCCc4ccc(OC)c(OC)c4)ncnc3c2c1` gave Lipid storage S3 inconclusive.
For COc1ccc(C=NCC2OCCc3ccccc32)cc1OC (stereo unspecified) the results were Lipid storage S3 inconclusive.
`COCCN(CC(=O)NC1CCCCC1)C(=O)/C=C/C(=O)c1ccc(OC)cc1O` gave Lipid storage S3 inconclusive.
For COc1ccc([C@@H]2CC=C(C(=O)O)CN2S(=O)(=O)c2ccc(Cl)cc2)cc1 the results were Lipid storage S3 inconclusive.
For COc1ccc(CN(C)C(=O)CNC(=O)c2ccc(C)cc2)cc1 the results were Lipid storage S3 inconclusive.
`COCc1nc2ccccc2n1Cc1c(F)cccc1Cl` gave Lipid storage S3 3% and Lipid storage S3 cell count max -6.
For Cc1ccc(NC(=O)NC2CCCCCCC2)cc1C the results were Lipid storage S3 -22% and Lipid storage S3 cell count max 8.
Screening COc1ccc(-n2c(=O)c(CCC(=O)N(C)Cc3ccccc3C)nc3ccccc32)cc1 returned Lipid storage S3 -8% and Lipid storage S3 cell count max 25.
Cc1ccc(OC(=O)CCNC(=O)c2ccccc2Cl)c(Br)c1 was read as Lipid storage S3 inconclusive.
Screening O=C1C2C3C=CC(C3)C2C(=O)N1c1n[nH]c(-c2ccccc2)n1 (stereo unspecified) returned Lipid storage S3 inactive and Lipid storage S3 cell count max -25.
`CN(Cc1ccco1)c1ncnc2ccc(-c3ccccc3Cl)cc12` gave Lipid storage S3 2% and Lipid storage S3 cell count max 5.
For O=C(CNC(=O)c1ccc2ccccc2c1)OCC(=O)N1CCN(S(=O)(=O)c2ccc3ccccc3c2)CC1 the results were Lipid storage S3 inconclusive.
COC(=O)c1ccc(COc2cccnc2[N+](=O)[O-])cc1 was read as Lipid storage S3 inactive and Lipid storage S3 cell count max 18.
`CCO[C@H]1OC(C(=O)NC2CC2)=C[C@@H](C2CCCCC2)[C@@H]1CCCO` gave Lipid storage S3 inconclusive.
For N#Cc1nc(-c2cccs2)oc1NCc1ccccc1 the results were Lipid storage S3 inconclusive.
For N#Cc1cn(-c2ccccc2)nc1-c1ccco1 the results were Lipid storage S3 inconclusive.
O=C(OCC(=O)N1CCCC1=O)C1COc2ccccc2O1 (stereo unspecified) was read as Lipid storage S3 inconclusive.
COc1ccccc1Nc1nnc(SCC(=O)c2cc(C)n(CC3CCCO3)c2C)s1 (stereo unspecified) was read as Lipid storage S3 26% and Lipid storage S3 cell count max 5.
Screening CCOC(=O)c1c(C)[nH]c(C(=O)CN(C)CC(=O)Nc2ccccc2C(F)(F)F)c1C returned Lipid storage S3 inconclusive.
For Cc1ccc(NC(=O)C2CCCN(c3nccc(C)n3)C2)c(C)c1 (stereo unspecified) the results were Lipid storage S3 inconclusive.
`Cc1ccc(Nc2ccc(S(=O)(=O)N3CCOCC3)cc2[N+](=O)[O-])c(C)c1` gave Lipid storage S3 inconclusive.
Screening O=C(Nc1ccc(C(F)(F)F)cc1)C1CCCCN1S(=O)(=O)c1ccccc1 (stereo unspecified) returned Lipid storage S3 inconclusive.
COc1ccc(CNC(=O)c2cc(C3CC3)on2)cc1 was read as Lipid storage S3 inconclusive.
O=C1CC(N2CCOCC2)C(=O)N1c1cc(Cl)cc(Cl)c1 (stereo unspecified) was read as Lipid storage S3 inconclusive.
CN(C(=O)c1ccncc1)c1nnc(-c2ccncc2)s1 was read as Lipid storage S3 inconclusive.
`O=C1C2CCCN2c2ccc(S(=O)(=O)N3CCOCC3)cc2N1Cc1cccc(C(F)(F)F)c1` (stereo unspecified) gave Lipid storage S3 inconclusive.
`COC(=O)CN1C(=O)Nc2ccc(Br)cc2C1c1ccccc1` (stereo unspecified) gave Lipid storage S3 5% and Lipid storage S3 cell count max 0.
COc1ccc(S(=O)(=O)n2nc(OC(=O)c3ccccc3Br)cc2N)cc1 was read as Lipid storage S3 0% and Lipid storage S3 cell count max 0.
For O=C(CN(Cc1ccc(F)cc1)C(=O)CNS(=O)(=O)c1ccccc1)NCC1CCCO1 (stereo unspecified) the results were Lipid storage S3 inconclusive.
For COc1ccc(CNS(=O)(=O)c2ccc(NC(=O)N3CCCCC3)cc2)cc1 the results were Lipid storage S3 inactive and Lipid storage S3 cell count max -20.
For COC(=O)c1cccc(C(=O)N2CCCC(Nc3ccc4c(c3)OCCO4)C2)c1 (stereo unspecified) the results were Lipid storage S3 inactive and Lipid storage S3 cell count max -3.
For O=C1ON=C(c2ccccc2)/C1=C/c1ccc(OS(=O)(=O)c2ccccc2)cc1 the results were Lipid storage S3 inconclusive.
Screening CC(C)CC(=O)NC1(C(F)(F)F)C(=O)N(Cc2ccccc2)C2=C1C(=O)CC(C)(C)C2 (stereo unspecified) returned Lipid storage S3 -17% and Lipid storage S3 cell count max -15.
Screening O=C(O)c1ccc(S(=O)(=O)c2ccccc2)cc1 returned Lipid storage S3 inconclusive.
`O=C(Cc1ccccc1)NCCCc1ccccc1` gave Lipid storage S3 inconclusive.
For Cc1cc(=O)[nH]c2ccc(S(=O)(=O)NCc3ccccc3)cc12 the results were Lipid storage S3 inconclusive.

High-throughput results: PubChem BioAssay, National Center for Advancing Translational Sciences (NCATS)
